# ERAP1 inh: blocks human ERAP1 aminopeptidase activity | Q9NZ08 | recombinant ERAP1, Leu-AMC fluorescence, 60 min | inhibition, % at 10.7 µM | 340,000 tested, 0.15% active | AID 652197;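 active = mean replicate inhibition of at least 30%, or all replicates individually reaching that 30% level; inactive = mean below 30% and not every replicate reaching it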;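 note: 0% = neutral control wells and 100% = L-leucinethiol positive control wells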
# Target sequence (Q9NZ08 whole entry, looked up): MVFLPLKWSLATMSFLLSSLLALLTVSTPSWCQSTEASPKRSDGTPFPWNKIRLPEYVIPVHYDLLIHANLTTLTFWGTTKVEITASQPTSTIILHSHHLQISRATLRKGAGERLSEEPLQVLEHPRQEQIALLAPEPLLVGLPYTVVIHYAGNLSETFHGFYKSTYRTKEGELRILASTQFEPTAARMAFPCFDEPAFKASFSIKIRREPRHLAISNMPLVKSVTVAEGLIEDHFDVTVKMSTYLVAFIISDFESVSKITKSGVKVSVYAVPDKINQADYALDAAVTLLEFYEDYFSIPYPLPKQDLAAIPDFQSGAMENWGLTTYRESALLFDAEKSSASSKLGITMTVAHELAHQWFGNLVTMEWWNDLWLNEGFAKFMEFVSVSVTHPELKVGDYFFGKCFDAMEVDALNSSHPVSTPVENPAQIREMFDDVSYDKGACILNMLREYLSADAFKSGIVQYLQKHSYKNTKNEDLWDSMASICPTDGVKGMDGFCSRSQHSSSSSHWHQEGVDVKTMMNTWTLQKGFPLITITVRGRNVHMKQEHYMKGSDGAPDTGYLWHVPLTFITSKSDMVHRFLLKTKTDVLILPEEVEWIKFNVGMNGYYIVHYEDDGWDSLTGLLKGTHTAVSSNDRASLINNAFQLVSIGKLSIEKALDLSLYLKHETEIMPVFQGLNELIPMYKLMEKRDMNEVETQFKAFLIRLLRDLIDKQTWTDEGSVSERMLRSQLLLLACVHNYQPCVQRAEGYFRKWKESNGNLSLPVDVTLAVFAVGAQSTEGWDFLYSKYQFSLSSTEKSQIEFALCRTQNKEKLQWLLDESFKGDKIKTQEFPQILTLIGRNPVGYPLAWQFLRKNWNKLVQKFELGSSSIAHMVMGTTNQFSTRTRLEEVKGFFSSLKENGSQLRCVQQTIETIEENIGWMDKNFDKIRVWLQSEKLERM
# SIRT5 block: sirtuin-5 (human) deacylase inhibition; inhibition, % at 15 µM; Purified SirT5, succinyl-peptide AMC, trypsin-coupled fluorescence; AID 652115; 330,000 tested, 1.1% active; in the data active = inhibition above about 15%
# Xi reactivation: X-chromosome reactivation activator; 360,000 tested, 0.055% active; AID 743238; activation, % at 7.58 µM; XiGFP mouse fibroblasts, % GFP-positive cells imaging, 3 d; cells co-treated with 5-aza-dC sensitizer; scaled so ellipticine positive control = 100%;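 active = mean normalized replicate activation at least 10% and every replicate at or above 10%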;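 note: 0% = median of on-plate neutral control wells and 100% = ellipticine 6 µM median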
#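 System: 68-5-11 XiGFP fibroblast line; Timing: 3 days compound exposure; Compound dosing: one concentration, pinned; Benchmarks: positive control ellipticine, 6 µM final; Buffer or medium: DMEM containing 5-aza-dC.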
# Statin myotox sup: suppression of simvastatin myotoxicity; C2C12 myotubes + simvastatin, ATP luminescence, 48 h; scaled: DMSO 0, geranylgeraniol control 100; rescue of ATP level, % at 7.49 µM; 330,000 tested, 0.78% active;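 active = mean ATP rescue above about 67%, or every replicate alone reaching that limit, limit read from the data, passing the limit was not always enough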;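 note: myotubes were challenged with 10 µM simvastatin during compound exposure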
# PGC1a acetyl inh: lowers PGC1a acetylation signal in U2OS cells; AlphaScreen anti-acetyl-lysine; with virally co-expressed GCN5 acetyltransferase; inhibition, % at 15.6 µM; 350,000 tested, 0.17% active; AID 651687;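 active = every replicate shows inhibition of at least 40%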;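 note: 0% = neutral control wells and 100% = positive control wells; some results beyond the cut were filed as inactive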
# Cneo AK release: Cryptococcus neoformans lysis via adenylate kinase release; 360,000 tested, 0.2% active; lysis activity, % at 15 µM; C. neoformans lysis, adenylate kinase release luminescence, 4 h; normalised: neutral wells 0, clomiphene wells 100;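 active = mean lysis activity across replicates of at least 80%, whatever share of replicates individually reach that level; inactive = mean lysis activity below 80%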
#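 Signal: Adenylate kinase release luminescence | Assay system: Log-phase Cryptococcus neoformans yeast cells | Input: Cells at 5 × 10^6 per mL | Buffer or medium: Fresh YPD growth medium | Compound: Single dose | Schedule: Static 4 h at 37 °C with compound, 1 h detection | Controls: Clomiphene | Read-out: Luminescence rise reflecting yeast cell lysis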
# LGR2 inh: inhibitors of bursicon-induced Drosophila LGR2 receptor cAMP signaling | inhibition, % at 9.99 µM | HEK293 LGR2, CRE-luciferase, bursicon-stimulated, 4 h | 380,000 tested, 0.35% active | AID 720647;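 active = drop in luminescence signal, shown as inhibition above about 50% in the replicate tests, limit read from the data, passing the limit was not always enough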;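 note: agonist challenge used bursicon conditioned medium at about half maximal strength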
# S100A4 inh HTS: inhibitors of human S100A4 binding to myosin IIA peptide. S100A4/TAMRA-MyoIIA peptide fluorescence polarization. inhibition, % at 10.7 µM. 360,000 tested, 0.14% active. AID 652163;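 active = mean inhibition of at least 70% across replicates, with every replicate also reaching that level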
# Target sequence (P26447 whole entry, looked up): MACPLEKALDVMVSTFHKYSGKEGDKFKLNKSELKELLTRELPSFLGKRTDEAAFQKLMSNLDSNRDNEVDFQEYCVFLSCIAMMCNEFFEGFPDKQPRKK
#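 Material: S100A4 monomer (human). Medium: Calcium-containing HEPES buffer, pH 7.2. Probe or stimulus: labelled myosin peptide probe, 5 nM. Compound dosing: one concentration per compound. Timing: polarization read 5 min after assay mix addition, stable 5–60 min. Benchmarks: DMSO as neutral control, TFP as positive control.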
# * = called active by the depositor; . = no result given; & = joins results of further samples.
SMILES,ERAP1 inh,SIRT5 block,Xi reactivation,Statin myotox sup,PGC1a acetyl inh,Cneo AK release,LGR2 inh,S100A4 inh HTS
Cc1ccc(NC(=O)CN2C(=O)S/C(=C\c3ccc(C(=O)O)cc3)C2=O)cc1,-1,-4,0.0,1,13,1,9,-4
CCCCn1c(N)c(N(CCOC)C(=O)c2cc(C)oc2C)c(=O)[nH]c1=O,-1,1,0.1,-5,.,-1,-2,-1
C/C=C/c1ccc2c(c1)O[C@H](CN(C)CCC)[C@H](C)CN([C@@H](C)CO)S2(=O)=O,0,-13,-1.2,1,1,5,6,-3
Cc1ccc(C)c(NC(=O)c2ccc3c(c2)N(Cc2ccc(F)cc2)C(=O)CS3=O)c1 (centres undefined),-6,-1,-0.1,16,0,2,22,0
C[C@@H]1CN([C@H](C)CO)C(=O)c2cc(NC(=O)CCCN(C)C)ccc2O[C@@H](C)CCCCO[C@@H]1CN(C)S(C)(=O)=O,2,-5,-0.7,-4,2,1,2,8
Cc1ccc(N(C(=O)Cc2cccs2)C(C(=O)NC2CCCC2)c2ccncc2)cc1 (centres undefined),9,2,0.0,.,-2,.,3,-5
O=C(C[C@@H]1C[C@H]2c3cc(NC(=O)c4cccnc4)ccc3O[C@H]2[C@H](CO)O1)NCc1ccncc1,2,0,-0.1,-4,2,5,-4,10
COc1ccc(C2CC(c3ccc(C)cc3)=NN2C(=O)CCC(=O)O)cc1OC (centres undefined),-4,5,0.0,1,13,0,20,1
COc1ccc(C(=O)NCCCOC(=O)c2ccc(OC)cc2)cc1,-1,-5,0.2,-6,-4,-1,-3,-5
CN(C(=O)COC(=O)c1ccccc1Cc1ccccc1)C1CCS(=O)(=O)C1 (centres undefined),-4,-3,0.3,-2,-1,4,-8,0
CN(Nc1cccc(Cl)c1)c1cccc(Cl)c1,-2,-4,0.0,-1,-6,0,-26,1
C[C@H]1CN([C@@H](C)CO)C(=O)Cc2cc(NC(=O)Cn3cnnn3)ccc2O[C@H]1CN(C)C,-2,-2,0.4,7,0,-13,1,-5
O=C(CN1C(=O)c2ccccc2S1(=O)=O)c1ccc2c(c1)OCCCO2,.,1,0.2,.,-4,-14,93*,-6
COC(=O)c1cc(C(=O)NC(C)C2CC3CCC2C3)cc([N+](=O)[O-])c1 (centres undefined),0,2,0.2,0,-8,2,-6,-5
C[C@H](CO)N1C[C@H](C)[C@H](CN(C)C(=O)Nc2ccccc2)Oc2ccc(NS(=O)(=O)c3ccc(Cl)cc3)cc2C1=O,-3,2,0.0,-1,-6,-6,-4,4
Cc1ccc(S(=O)(=O)N2CCN(C(=O)CN3C(=O)c4ccc([N+](=O)[O-])cc4C3=O)CC2)cc1C,1,11,0.0,0,2,-1,4,-6
CCCS(=O)(=O)N1CCCC(C(=O)Nc2ccc3c(c2)CCC3)C1 (centres undefined),2,-4,0.4,.,-1,2,17,-21
Cn1nc(C(=O)NNC(=O)c2cccc(Cl)c2)c2ccccc2c1=O,-4,1,0.1,-5,-3,0,.,-8
CC(C)N1CCN(c2ccc(OCC3COC(Cn4cncn4)(c4ccc(Cl)cc4Cl)O3)cc2)CC1 (centres undefined),-4,.,0.0,.,4,.,-1,-1
CC1CCC(NC(=O)CSc2nnc(-c3cccnc3)o2)CC1 (centres undefined),1,-1,-0.4,4,-5,1,1,-4
O=C(NC1CCCC1)c1ccc(CS(=O)Cc2ccc(Cl)cc2)o1 (centres undefined),2,4,-0.1,23,3,3,12,13
COc1ccccc1NC(=O)COc1cccc2c1CCNC2=O,-4,-1,0.0,-12,18,1,-3,2
COc1cccc(NC(=O)N[C@@H]2CC[C@@H](CC(=O)N3CCCCC3)O[C@H]2CO)c1,-4,8,-0.3,-4,12,-17,6,9
O=C(NC1CC2CCC(C1)N2Cc1ccccc1)c1ccccc1Cl (centres undefined),0,-1,0.0,4,-9,1,3,-1
Cc1ccc(N(Cc2cc(=O)[nH]c3ccccc23)C(=O)C(C)C)c(C)c1,-1,0,0.0,-5,6,1,8,3

# Compound profiles, from the list above.
# CC(C)N1CCN(c2ccc(OCC3COC(Cn4cncn4)(c4ccc(Cl)cc4Cl)O3)cc2)CC1 (centres undefined) across the screens: ERAP1 inh = -4; SIRT5 block = .; Xi reactivation = 0.0; Statin myotox sup = .; PGC1a acetyl inh = 4; Cneo AK release = .; LGR2 inh = -1; S100A4 inh HTS = -1
# C/C=C/c1ccc2c(c1)O[C@H](CN(C)CCC)[C@H](C)CN([C@@H](C)CO)S2(=O)=O across the screens: ERAP1 inh = 0; SIRT5 block = -13; Xi reactivation = -1.2; Statin myotox sup = 1; PGC1a acetyl inh = 1; Cneo AK release = 5; LGR2 inh = 6; S100A4 inh HTS = -3

# (further entries)
SMILES,ERAP1 inh,SIRT5 block,Xi reactivation,Statin myotox sup,PGC1a acetyl inh,Cneo AK release,LGR2 inh,S100A4 inh HTS
CC(C)N(C(=O)[C@H]1CC(CC(=O)NCc2ccco2)C(=O)N2CCc3c([nH]c4ccccc34)[C@]12C)C(C)C (some centres undefined),1,1,0.1,-4,-21,-1,4,-17
Cn1c(C(=O)NCCCN2CCc3ccccc3C2)cc2c(=O)n(C)c3ccccc3c21,.,.,0.4,5,2,-3,1,-4
Cc1ccc(S(=O)(=O)N(Cc2cccc([N+](=O)[O-])c2)C(=O)N2CCN(C)CC2)cc1,-3,-3,0.0,-10,.,.,2,-3
O=C(CC1C[C@H](C(=O)N2CCOCC2)[C@@]2(CCC3CCCC3)c3[nH]c4ccccc4c3CCN2C1=O)NCCCn1ccnc1 (some centres undefined),.,1,0.0,11,1,9,6,-2
CCN1C(=O)[C@H]2[C@@H](c3ccc(C)cc3)N[C@]3(CCCN(Cc4ccc(C(F)(F)F)cc4)C3=O)[C@H]2C1=O,-1,-2,0.0,-6,4,-3,6,-3
O=C(Nc1nnc(-c2ccc3c(c2)CCCC3)o1)c1ccccc1Cl,0,6,0.0,4,-4,0,-17,-1
COC(=O)c1ccc(COc2ccccc2/C=N/NS(=O)(=O)c2ccc(C)cc2)cc1,.,.,.,-2,6,1,19,.
C[C@@H]1CN([C@H](C)CO)C(=O)c2cc(NS(=O)(=O)c3ccccc3)ccc2O[C@@H](C)CCCCO[C@H]1CN(C)C(=O)Nc1ccc(C(F)(F)F)cc1,-6,4,0.0,.,2,2,19,-4
O=C(NCc1ccccn1)C1CCN(S(=O)(=O)c2cc(Cl)ccc2Cl)CC1,2,-6,0.0,1,.,-2,-9,4
CC(OC(=O)c1cc(Br)ccc1O)C(=O)NCc1ccc2c(c1)OCO2 (centres undefined),-1,7,0.1,20,-3,-3,4,-8
COc1ccc(S(=O)(=O)N(C)C[C@H]2Oc3c(NC(=O)Nc4ccc(F)cc4)cccc3C(=O)N([C@H](C)CO)C[C@@H]2C)cc1,-1,0,0.0,-24,6,.,2,-2
O=C(N/N=C/c1cccs1)c1ccc2nc[nH]c2c1,0,6,0.3,.,.,.,-23,-11
Cc1cc(NC(=O)c2ccccc2)n(-c2nc3ccccc3[nH]2)n1,-1,-3,8.1,-4,.,.,-2,1
CCN(C[C@@H]1[C@@H](c2ccccc2)[C@@H](CO)N1C(C)=O)C(=O)NC(C)C,0,-1,0.3,8,5,4,20,1
CC(C(=O)Nc1ccccc1-c1ccccc1)N1CCN(S(=O)(=O)c2ccccc2)CC1 (centres undefined),2,-1,0.3,.,.,.,15,-3
CC1(C)Cc2c(cnn2-c2ccc(F)cc2)C(NC(=O)CCN2CCCCC2=O)C1 (centres undefined),2,-1,0.0,2,.,0,-2,10
CCOc1ccccc1C(=O)Nc1nnc(Cc2ccc(OC)c(OC)c2)s1,-2,-2,0.0,39,.,0,-11,-3
CC(Sc1ccccn1)C(=O)Nc1ccc2c(c1)OCO2 (centres undefined),-1,0,-0.1,2,5,-1,-42,-2
Cc1noc(C)c1S(=O)(=O)N(C)C[C@H]1Oc2ccc(NC(=O)C3CCCCC3)cc2CC(=O)N([C@@H](C)CO)C[C@H]1C,1,3,0.0,-7,7,-2,19,0
Cc1cc(C)c(OCC(=O)Nc2cc(C(=O)O)cc(C(=O)O)c2)cc1C,1,0,0.1,.,.,.,17,-2
Cc1cccc(NC(=O)CSC2=NN3CCCC(=O)N=C3S2)c1C,5,-1,0.0,1,-11,-1,1,1
COc1ccc2c3c([nH]c2c1)[C@H](CO)N(C(=O)CN(C)C)CC31CCN(CC2CCOCC2)CC1,1,.,0.1,.,9,.,4,5
CCc1ccc(NC(=O)CCc2nnc3ccc(N4CCCC4)nn23)cc1,-2,-9,-0.1,0,-8,-2,9,2
O=C(Nc1ccccc1)C1=C[C@H](c2csc3ccccc23)C[C@H](OCCCCO)O1,0&2&-1,1&0&4,0.3,-6,-4&-9&-4,3&7&2,2,11&-3&-7
Cc1csc2nc(O)c(C(=O)NCCCc3ccccc3)c(=O)n12,1,-3,0.3,.,.,.,5,32

# 4 consecutive records out of the list so far:
SMILES,ERAP1 inh,SIRT5 block,Xi reactivation,Statin myotox sup,PGC1a acetyl inh,Cneo AK release,LGR2 inh,S100A4 inh HTS
COc1ccc2c3c([nH]c2c1)[C@H](CO)N(C(=O)CN(C)C)CC31CCN(CC2CCOCC2)CC1,1,.,0.1,.,9,.,4,5
CCc1ccc(NC(=O)CCc2nnc3ccc(N4CCCC4)nn23)cc1,-2,-9,-0.1,0,-8,-2,9,2
O=C(Nc1ccccc1)C1=C[C@H](c2csc3ccccc23)C[C@H](OCCCCO)O1,0&2&-1,1&0&4,0.3,-6,-4&-9&-4,3&7&2,2,11&-3&-7
Cc1csc2nc(O)c(C(=O)NCCCc3ccccc3)c(=O)n12,1,-3,0.3,.,.,.,5,32

# (cont.)
smiles | ERAP1 inh | SIRT5 block | Xi reactivation | Statin myotox sup | PGC1a acetyl inh | Cneo AK release | LGR2 inh | S100A4 inh HTS
CC1(Oc2cccc(F)c2)CCN(Cc2ccc(-c3ccccc3)o2)C1 (centres undefined) | 3 | . | 0.0 | 8 | -2 | -6 | -10 | -4
COc1cc2c(cc1NC(=O)COC(=O)[C@@H](NC(=O)c1ccccc1)C(C)C)oc1ccccc12 | 4 | -2 | 1.4 | 5 | -18 | 0 | . | -7
O=C(Nc1cccc2ncccc12)c1ccc(OCc2ccccc2)cc1 | 3 | 1 | -0.5 | . | -7 | . | -19 | -3
O=C(NCc1ccccc1)NC1CCS(=O)(=O)C1 (centres undefined) | 1 | -3 | 0.3 | 2 | 9 | . | -1 | -10
CCCC#Cc1ccc([C@@H]2[C@@H](CO)N3C(=O)CN(C(=O)Nc4cccc(F)c4)C[C@H]23)cc1 | -2 | 6 | 0.0 | . | -13 | . | 15 | 5

# These rows are one share of the data (hit frequency here may not be typical).
